Bioassay records (PubChem BioAssay)
RXFP1 antagonist: antagonists of human relaxin receptor RXFP1. HEK293-RXFP1, relaxin-stimulated cAMP HTRF, 30 min; hits give low values. Q9HBX9. activity change, negative = inhibition, % at 57.5 µM. 350,000 compounds, 0.59% hits;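 active = activity change of -60% or lower, but not beyond a set lower limit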; note: % is set by controls: 0 for no effect and ±100 for the full control effect
Target sequence (Q9HBX9 whole entry, looked up): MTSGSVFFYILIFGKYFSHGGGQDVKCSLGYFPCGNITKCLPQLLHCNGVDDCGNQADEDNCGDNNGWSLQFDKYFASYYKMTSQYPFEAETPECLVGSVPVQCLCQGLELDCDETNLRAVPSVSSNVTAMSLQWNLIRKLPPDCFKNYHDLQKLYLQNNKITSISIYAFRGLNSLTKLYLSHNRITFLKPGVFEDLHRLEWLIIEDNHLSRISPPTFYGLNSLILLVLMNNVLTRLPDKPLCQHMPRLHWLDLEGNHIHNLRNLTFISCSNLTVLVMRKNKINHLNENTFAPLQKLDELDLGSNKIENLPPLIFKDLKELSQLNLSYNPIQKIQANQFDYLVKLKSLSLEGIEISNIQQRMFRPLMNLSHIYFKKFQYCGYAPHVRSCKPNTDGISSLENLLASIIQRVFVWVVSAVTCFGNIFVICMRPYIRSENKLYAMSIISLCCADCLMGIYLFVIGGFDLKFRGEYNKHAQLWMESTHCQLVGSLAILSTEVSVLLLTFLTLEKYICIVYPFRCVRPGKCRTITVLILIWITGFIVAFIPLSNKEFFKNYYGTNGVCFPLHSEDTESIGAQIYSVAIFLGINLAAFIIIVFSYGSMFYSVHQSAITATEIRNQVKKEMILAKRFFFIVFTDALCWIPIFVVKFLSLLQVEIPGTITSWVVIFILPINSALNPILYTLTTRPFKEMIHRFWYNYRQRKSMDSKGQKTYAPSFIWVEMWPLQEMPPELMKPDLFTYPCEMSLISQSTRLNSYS
TRHR PAM: allosterically enhances the human TRH receptor. P34981. TRHR cells, fluo-8 calcium fluorescence, EC20 TRH enhancement. enhancement, % at 2 µM. 360,000 compounds, 0.66% hits. AID 493056; in the data active = enhancement above about 30%; note: 0% is about no effect
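Enhancer read-out: after compound pinning and an initial kinetic agonist-mode read, an EC20 of TRH (10 nM final) was injected and fluo-8 calcium signal (Ex 480/Em 530) followed at 1 s/cycle for 100 cycles in TRHR-expressing cells.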
D2 potentiator: positively modulates the human D2 dopamine receptor allosterically; P14416; HEK293 T-REx D2, calcium flux, EC20 dopamine potentiation; potentiation, % at 10 µM; 340,000 compounds, 0.34% hits; AID 485347;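 active = potentiation over 3 SD above the plate norm, cut at about 30% in these data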; note: 0% is about no effect
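Using a no-wash calcium dye in inducible, force-coupled HEK293 Trex cells expressing D2, we tracked fluorescence each second for 180 s after compound, then for 180 s after EC20 dopamine to detect augmented signalling.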
D2 ag: activates the human D2 dopamine receptor; P14416; HEK293 T-REx D2 cells, calcium flux agonist mode; activation, % at 2 µM; 340,000 compounds, 0.53% hits; AID 485358;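 active = activation over 3 SD above normal in the single-dose calcium agonist read, cut at about 30% in these data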; note: 0% is about no effect
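HEK293 Trex D2 cells, tetracycline-induced, o/n 30 C 5% CO2; no-wash Ca dye, RT 30–90 min; 10-cycle baseline, 23 nl cpd added, kinetic Ca read 180 s; agonist hits = positive Ca response.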
D2 antag: antagonists of human D2 dopamine receptor; inhibition, % at 10 µM; HEK293 TREx D2 cells, calcium flux, dopamine EC80; P14416; AID 485344; 340,000 compounds, 2% hits; in the data active = inhibition above about 30%; note: 0% is about no effect
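Calcium flux kinetic readout in an inducible HEK293 TREx D2 line plated overnight at 30 C. After 180 s compound exposure, an EC80 dopamine challenge follows with another 180 s kinetic read to detect antagonism.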
D1 ag: human D1 receptor agonism | activation, % at 2 µM | HEK293 T-REx D1 cells, calcium flux, agonist mode | 360,000 compounds, 1% hits | AID 504660 | P21728; note: 0% is about no effect
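Tetracycline-induced HEK293 TREx D1 cells, force-coupled to calcium signalling, were dye-loaded with a no-wash calcium kit. Compound was pin-added after a 10 s baseline. Fluorescence was read kinetically at 1 cycle/s for 180 s, with calcium rises flagged as agonism.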
D1 antagonist: human D1 dopamine receptor antagonism | HEK293 TREx D1 cells, calcium flux, dopamine EC80; hits give low values | activity change, negative = inhibition, % at 10 µM | 360,000 compounds, 3.2% hits; in the data active = activity change below about -30%; note: % is set by controls: 0 for no effect and ±100 for the full control effect
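Compound effects on dopamine-evoked calcium signalling were measured in tetracycline-induced HEK293 Trex D1 cells. Dopamine at EC80 followed a 180 s compound pre-read, and fluorescence was tracked kinetically for 180 s more.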
D1 potentiator: enhances dopamine response at the human D1 receptor; P21728; 360,000 compounds, 0.036% hits; potentiation, % at 10 µM; HEK293 TREx D1 cells, calcium flux, dopamine EC20 potentiation; in the data active = potentiation above about 30%; note: 0% is about no effect
TRHR agonist: TRH receptor (human) agonism | P34981 | TRHR cells, calcium flux fluo-8, FDSS agonist mode | activation, % at 2 µM | 360,000 compounds, 0.18% hits; note: 0% is about no effect
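TRHR-expressing cells loaded with fluo-8 calcium dye; 23 nL library compound pin-transferred, kinetic FDSS fluorescence (Ex 480/Em 530) recorded about 180 s for agonist-induced calcium release, before a 10 nM TRH EC20 addition for potentiator mode.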
An asterisk follows results filed as active; · = not tested or not shown. Cut-off read from the data, not from the text of the source, unless noted: active = activation above about 30%; inactive = the rest.

Structure,D1 potentiator,D1 antagonist,D2 ag,RXFP1 antagonist,TRHR agonist,D2 antag,D1 ag,D2 potentiator,TRHR PAM
C=CCn1c(SCC(=O)N2CCOCC2)nc2sc(C)c(C)c2c1=O,9,-4,-0.1,4,-0.9,2,-3,8,-4
COc1ccccc1N(Cc1ccccc1)S(=O)(=O)c1cccc(C(=O)Nc2ccc(C(C)=O)cc2)c1,-4,-11,0.9,-6,0.1,13,11,11,6
CS(=O)(=O)Nc1ccc(C(=O)Nc2ccc(S(=O)(=O)N3CCCC3)cc2)cc1,1,-4,0.4,-5,-1.3,8,3,6,7
Cc1ccc2nc(SCC(=O)Nc3ccc(F)c([N+](=O)[O-])c3)[nH]c2c1,-7,-12,-1.4,-9,-0.2,3,5,-26,1
CC(C)Oc1ccc(C(=O)OCC(=O)NC(=O)NC2CCCC2)cc1,-2,3,0.3,-13,-1.1,12,2,1,-1
C=CCN(c1ccccc1)S(=O)(=O)c1cccc(C(=O)NCC(c2cccs2)N2CCOCC2)c1 (stereo not drawn),0,-5,·,0,0.2,·,2,·,-8
CC(=O)C1=C(C)NC(=O)NC1c1cccc([N+](=O)[O-])c1O (stereo not drawn),2,6,0.2,-2,0.6,2,0,-1,1
COc1ccc(/C(C)=N/NC(=O)CNC(=O)c2cccnc2)cc1OC,-3,7,0.9,1,0.4,3,1,-7,3
CN(CCC#N)C(=S)NC(=O)c1ccc(S(=O)(=O)N2CCOCC2)cc1,-12,4,4.9,-4,-0.1,7,4,-7,-4
CCc1ccc(NC(=O)c2nn(-c3ccc(OC)cc3)c(=O)c3c2c2ccccc2n3C)cc1,0,0,0.5,6,1.0,·,1,1,1
NC(=O)c1cccc(CC(=O)c2ccccc2)c1,-1,-6,0.0,-2,0.0,17,2,-7,-4
CCOC(=O)C1CCCN(C(=O)c2cccc(S(=O)(=O)N(C)c3ccc(OC)cc3)c2)C1 (stereo not drawn),-2,0,0.6,-11,-1.3,-1,1,-11,-9
CS(=O)(=O)c1ccc(Cl)c(NC(=O)COC(=O)CCc2c[nH]c3ccccc23)c1,-7,-25,-0.2,-28,-0.1,-23,14,-1,-1
COC(=O)c1c(NC(=O)c2ccc(S(=O)(=O)N3CCCCC3C)cc2)sc2c1CCN(C(C)C)C2 (stereo not drawn),3,4,·,·,2.6,·,-3,-3,3
O=C(CSc1nnc2scc(-c3ccccc3)n12)NCc1ccco1,-3,0,0.2,-19,-0.5,1,1,-2,-2
Cc1ccc(CSc2nnc(-c3ccc(S(=O)(=O)N4CCCC4)cc3)o2)cc1,-1,-10,2.5,8,3.4,-20,7,-23,3
COc1ccc(COc2ccccc2C(N)=O)cc1F,-2,-16,-0.4,-4,1.0,4,7,12,0
COC(=O)c1nn(-c2ccccc2)c2nnc(Cc3ccc(C)cc3)c(=O)n12,-9,6,-0.2,-15,-0.6,-4,1,0,-3
CCC1CCc2nc3sc(C(=O)Nc4cccc(F)c4)c(N)c3cc2C1 (stereo not drawn),-3,1,-0.9,1,0.5,·,5,-12,-3
CCCNC(=O)C(Cc1cccc(C#N)c1)NC(=O)c1ccc(C#N)cc1 (stereo not drawn),2,9,-0.5,·,-0.6,-1,-1,-6,2
Cc1ccccc1OCC(O)CN(Cc1ccccc1O)C1CCCCC1 (stereo not drawn),-2,12,-0.1,-12,1.9,17,-2,-5,1
COc1cc(OC)cc(-c2c(-c3ccc(F)cc3)c3cc(-c4cnc(OC)nc4)ccc3n2C)c1,-3,·,0.9,·,0.7,-2,-1,8,1
COc1ccc(Nc2nc(C)nc3c2nnn3Cc2ccccc2)cc1OC,6,0,0.8,5,0.1,12,0,35*,3
Cc1cc2cc(CNC(=S)Nc3ccc(OC(F)(F)F)cc3)ccc2[nH]1,-4,34,-1.0,·,0.2,-4,2,2,4
CCOP(=O)(OCC)c1nc(/C=C/c2ccccc2)oc1NCc1ccc(OC)cc1,3,-1,-1.2,-27,0.1,-16,3,-4,-5
Cc1ccc(NNC(=O)c2c(F)cccc2Cl)cc1Cl,-9,-7,0.3,5,-0.4,15,0,-14,14
N#CCN(N=Nc1ccccc1)c1ccccc1,-7,-11,0.7,-1,0.9,-33,2,-7,-9
O=C(CSc1nc2ccsc2c(=O)n1Cc1ccccc1)NCc1ccco1,-1,-2,0.0,9,0.2,11,1,12,0
CCN(C(=O)CSc1cc(C)c2cccc(C)c2n1)C1CCS(=O)(=O)C1 (stereo not drawn),-6,-3,-0.3,-8,-0.3,8,2,4,-1
COc1cccc(-c2nc(SCC(=O)N3CCc4ccccc43)c3c(=O)n(C)c(=O)n(C)c3n2)c1,-1,-9,2.1,-2,0.4,·,1,-7,3
O=C(CN1CCCCCC1)Nc1ccc(F)c(F)c1,0,-19,4.1,-26,6.4,10,15,-14,27
COc1ccc(CC(=O)Nc2cc(C)on2)cc1,0,3,0.7,3,0.2,9,4,18,-4
CC(C)c1ccc(C(=O)NN2C(=O)C3CCCCC3C2=O)cc1 (stereo not drawn),-3,14,-0.8,-3,-0.4,7,-1,0,4
COCCN(C(=O)CSc1nn(-c2ccc(F)cc2)c(=S)s1)c1c(N)n(CC(C)C)c(=O)[nH]c1=O,1,0,-0.4,-34,0.0,-22,-1,15,-1
Cc1ccc(S(=O)(=O)N2CCN(C(=O)COC(=O)c3ccc(O)cc3)CC2)c(C)c1,-9,-19,-1.5,-12,-0.3,-13,10,9,-3
Cc1c(C)n(C)c2ccc(C(=O)NCc3cccc(F)c3)cc12,-5,-5,-0.1,-14,-0.3,·,3,-2,-1
COc1ccc(S(=O)(=O)N(CC(=O)N2CCN(C)CC2)C2CCCCC2)cc1OC,4,0,0.9,-11,1.9,23,2,15,-1
CCOc1ccc(-c2c(C(=O)N/N=C/c3cccs3)nnn2-c2nonc2N)cc1,5,32,0.9,-10,3.4,16,10,23,20
Cn1c(=O)c2c(nc(NCC3CCCO3)n2Cc2ccccc2)n(C)c1=O (stereo not drawn),-6,5,0.1,-2,-0.1,12,-1,40*,4
O=C(Nc1ccc(N2CCCC(O)C2)cc1)c1snc2c(=O)[nH]cnc12 (stereo not drawn),-2,-5,0.5,10,0.5,0,1,-4,2
CCOC(=S)NC(=O)c1sc2ccccc2c1Cl,-3,-10,-1.5,6,0.5,-20,-1,-3,6
CCOc1ccc(NC(=O)CSc2nnc(-c3ccccn3)n2C)cc1,-5,14,-0.9,12,-0.5,-5,1,5,10
CC1(C(O)(C#CC[N+]2(C)CCCCC2)c2ccccc2)CCCC1 (stereo not drawn),2,-6,0.8,-14,0.6,6,3,7,7
Cn1cccc1C(=O)OCC(=O)Nc1cccc(S(=O)(=O)N2CCOCC2)c1,-4,3,·,0,0.3,·,8,·,16
CC1(C(=O)OCC(=O)NCCNC(=O)COC(=O)C2(C)CC2(Cl)Cl)CC1(Cl)Cl (stereo not drawn),3,-3,0.4,0,0.1,10,6,13,-2
COc1ccc(S(=O)(=O)N2CCN(C(=O)Cc3ccsc3)CC2)cc1,-6,7,-0.3,2,-0.6,8,1,13,3
S=c1cnc2ccccc2[nH]1,-3,4,·,-3,1.0,·,2,-4,-2
OCC1CCCN(Cc2ccc(-c3ccccc3)cc2)C1 (stereo not drawn),-1,8,-0.4,-21,1.1,1,6,-11,4
CC(C)Sc1nnc(CNC(=O)C23CC4CC(CC(C4)C2)C3)n1Cc1ccccc1,6,4,-0.2,-18,0.3,-12,1,-2,-7
O=C(Nc1ccc(Oc2ccccc2)cc1)C1CC1,-5,-14,1.1,-14,-0.9,-15,2,7,-1
Cc1cc(C(=O)COC(=O)CCC(=O)c2ccc3c(c2)OCCO3)c(C)n1Cc1ccco1,-6,-8,·,1,0.2,·,4,·,1
CCOc1ccc(S(=O)(=O)NCCC(=O)OCC(=O)Nc2cc(C)on2)cc1,1,-6,0.7,-4,0.0,-1,2,6,-8
COc1ccc(CCNCc2c(C(=O)O)c(C)n(Cc3c(F)cccc3Cl)c2C)cc1OC,0,-9,-1.2,-9,-2.6,·,0,·,-3
O=c1cc2c(n[nH]1)CCCC2,4,2,-1.5,-10,-0.3,-7,0,1,-3
CCN=C(NCC)SC1CC(=O)N(c2ccccc2)C1=O (stereo not drawn),-4,-18,-0.2,-2,0.4,-10,0,9,2
Cc1ccnc(NS(=O)(=O)c2cccs2)c1,-1,-29,0.2,-17,0.1,-1,0,-2,-2
CC(NC(=O)c1ccc2c(c1)C(=O)N(Cc1cccnc1)C2=O)c1ccccc1 (stereo not drawn),5,0,0.4,4,-1.3,3,2,-5,2

Structural class, the compounds so far with a nitro group on carbon
Structure,D1 potentiator,D1 antagonist,D2 ag,RXFP1 antagonist,TRHR agonist,D2 antag,D1 ag,D2 potentiator,TRHR PAM
Cc1ccc2nc(SCC(=O)Nc3ccc(F)c([N+](=O)[O-])c3)[nH]c2c1,-7,-12,-1.4,-9,-0.2,3,5,-26,1
CC(=O)C1=C(C)NC(=O)NC1c1cccc([N+](=O)[O-])c1O (stereo not drawn),2,6,0.2,-2,0.6,2,0,-1,1
